Lipid storage S3: qHTS Assay for Lipid Storage Modulators in Drosophila S3 Cells; 320,000 compounds, 0.64% hits; Potency in µM for hits, for the others lipid storage change, negative = inhibition, % at the top dose, mostly 46.1 µM; Drosophila S3 cells, BODIPY lipid droplet fluorescence, 18-24 h; cells fed with added oleic acid; active = well fitted inhibition curve with a large enough effect in the signal ratio, with a control signal flat, not every such curve was filed as active; inconclusive = small, poorly fitted or top-dose-only effect, or effect the other way, or a change in a side signal; the % refers to the signal ratio
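Drosophila S3 cells loaded with oleic acid (400 uM, as added) and compounds at several concentrations; lipid droplets imaged by 488-nm laser-scanning cytometry, 500–530 nm intensity and object ratio to cell channel. Percent activity normalized to 20 uM Triacsin C.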
Lipid storage S3 cell count max: recorded beside Lipid storage S3, whose call it bears; cell number change, %; measured here: cell count max response;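 cells counted by Cell Tracker Red CMTPX staining in the red channel; peak over a dose series mostly up to 46.1 µM; percent activity relative to internal control wells on each plate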
An asterisk follows results filed as active; i = inactive; ? = inconclusive; . = no result given. % is scaled to controls: 0 for no effect and ±100 for the full control effect; potency is read from the fitted curve at half-maximal effect. The list is partial. The share of hits here may be higher or lower than overall.

Values in the order – Lipid storage S3 cell count max, Lipid storage S3
1) CCn1c(SCC(=O)N2CCCCC2)nc2c(c1=O)SCC2
 : ., i
2) CC1CC(C)CN(C(=O)CSc2nc(Cc3cccs3)nc3ccccc23)C1 (centres undefined)
 : ., ?
3) COCCCN1C(=O)c2ccccc2C1C(=O)NC1CCCCCC1 (centres undefined)
 : ., ?
4) Cn1c(SCC(=O)Nc2ccccc2Oc2ccccc2)nnc1C1CC1
 : ., ?
5) CSc1nnc(-c2cc(C)on2)n1-c1ccccc1
 : -16, -2%
6) COc1ccc(NC(=O)C(=S)N2CCCC2)cc1
 : ., ?
7) COn1c(C)c(C(C)=O)c2c3no[n+]([O-])c3ccc21
 : 18, -4%
8) COc1ccc2[nH]c(=O)c(NC(N)=S)nc2c1
 : 14, -9%
9) O=C(Nc1ccc(N2CCOCC2)cc1)c1cccc2ccccc12
 : ., ?
10) CN(CC(=O)Nc1ccc(Cl)cc1)C(=O)CNC(=O)Cc1cccc2ccccc12
 : 8, i
11) CC(=O)Nc1ccc(S(=O)(=O)NCCC(=O)OCC(=O)N2CCN(C(=O)c3ccco3)CC2)cc1
 : ., ?
12) CC(=O)c1c(C(C)=O)c(C)n(-c2ccc(O)cc2)c1C
 : ., ?
13) Cc1cccc(NC(=O)CN2CCCCCC2)c1
 : ., ?
14) Cc1ccc(C(=O)OC2=CC(=O)CC(C)(C)C2)cc1
 : ., ?
15) O=C(O)CCc1nn2c3ccccc3n(CC(=O)c3ccccc3)c2nc1=O
 : 2, 5%
16) CN(C)S(=O)(=O)Oc1ccsc1C(=O)Nc1cccc(Cl)c1
 : ., ?
17) COc1ccccc1C(=O)NC(CCSC)C(=O)NC1CCCCCC1 (centres undefined)
 : ., ?
18) O=C(Cn1cnc2c(oc3ccccc32)c1=O)NCc1ccccc1
 : ., ?
19) CCn1c(NCc2ccco2)nc2c1c(=O)n(C)c(=O)n2C
 : -2, 2%
20) Cc1ccc(C(=O)N/C(=C\c2ccc(Br)cc2)c2nc(=S)[nH][nH]2)cc1
 : ., ?

A second format for part of the listing above:
nr | structure | Lipid storage S3 cell count max | Lipid storage S3
14 | Cc1ccc(C(=O)OC2=CC(=O)CC(C)(C)C2)cc1 | . | ?
15 | O=C(O)CCc1nn2c3ccccc3n(CC(=O)c3ccccc3)c2nc1=O | 2 | 5%

(continued)
Values in the order – Lipid storage S3 cell count max, Lipid storage S3
21) O=C1/C(=C\c2ccc(-c3ccccc3Cl)o2)SC(=S)N1CC1CCCO1 (centres undefined)
 : ., ?
22) CCCCC(=O)NC(NC(=O)CCCC)c1ccc(OCCC)c(OC)c1
 : ., ?
23) CCCCN(C)CCCNC(=O)CCn1nc(-c2ccccc2)ccc1=O
 : 5, -18%
24) CN1CCN(Cc2oc(CO)cc(=O)c2O)CC1
 : ., ?
25) Cc1ccc(C(=O)N2CCN(C(=O)CN3CCCC3)C2)cc1
 : ., ?
26) O=c1[nH]nc2c3ccccc3cnn12
 : -7, 13%
27) Cc1ccc(C)c(N2CCN(CCCNC(=O)Cn3cc4c(n3)CCC(C)C4)CC2)c1 (centres undefined)
 : ., ?
28) COC(=O)c1cc(NS(=O)(=O)c2ccc(NC(C)=O)cc2)cc(C(=O)OC)c1
 : -4, i
29) CCCCc1ccc(NC(=S)NCc2cccc(OC)c2)cc1
 : ., ?
30) CCCn1c(C(C)Nc2nc(-c3cc(Cl)c(N)c(Cl)c3)cs2)nc2cc(Cl)c(N3CCCCC3)cc21 (centres undefined)
 : ., ?
31) Cc1nc(-c2ccc(F)cc2)c(CC(=O)N(C)CC(=O)Nc2ccccc2Br)s1
 : ., ?
32) COc1cccc(COC(=O)C2CCN(S(=O)(=O)c3cccs3)CC2)c1OC
 : ., ?
33) O=C(CN1CCOCC1)NN=C1CCCCCCCCCCC1
 : -5, -8%
34) CCc1ccccc1NC(=O)CSc1nc(C)c(C)o1
 : 0, i
35) CCOc1cc(S(=O)(=O)Nc2ccncc2)ccc1F
 : ., ?
36) Cc1cc(C)c(C#N)c(N2CCN(Cc3ccccc3)CC2)n1
 : ., ?
37) Cc1ccc(-c2nn(-c3ccccc3)cc2/C=C/C(=O)O)o1
 : ., i
38) CCOC(=O)C1(C)/C(=N/Nc2cccc(Cl)c2)C(=O)C(=O)N1c1ccccc1 (centres undefined)
 : ., ?
39) Cc1cc(OCC(=O)Nc2ccc(OCc3ccccc3)cc2)nc(C(C)C)n1
 : ., ?
40) O=C(CCNC(=O)N1CC(=O)Nc2ccccc21)Nc1ccc(Cl)cc1
 : ., ?
41) COc1cc(NC(=S)NCc2ccc(S(N)(=O)=O)cc2)c(OC)cc1Cl
 : 3, -3%
42) COc1ccccc1N1CCN(C(=O)c2ccc3c(=O)n4c(nc3c2)CCCCC4)CC1
 : 28, 21%
43) NNC(=O)c1[nH]c(-c2ccccc2)cc1-c1ccccc1
 : 10, i
44) O=C(CCc1nnc2ccc(NCc3ccccc3)nn12)NCC1CCN(C2CCCC2)C1 (centres undefined)
 : -20, i
45) NS(=O)(=O)c1cccc(NC(=O)CSc2nn(-c3ccccc3)c(=S)s2)c1
 : ., ?
46) CCSC1=C(C#N)C(c2ccc(F)cc2)CC(=O)N1 (centres undefined)
 : ., ?
47) Cc1nc(C(F)(F)F)nc(Nc2ccc(Br)cc2)c1C#N
 : ., ?
48) c1ccc2c(Nc3nc(-c4ccncc4)nc4ccccc34)cccc2c1
 : ., ?
49) CCCS(=O)(=O)N1CCCC(C(=O)Oc2ccc(Cl)cc2)C1 (centres undefined)
 : 14, 4%
50) Cc1ccc(C2=C/C(=C/c3cccnc3)C(=O)O2)c(C)c1
 : -3, 17%
51) N#Cc1ccc(N2CCOCC2)nc1
 : 20, -2%
52) COc1cc(/C=N/O)c(Br)cc1OCC(=O)Nc1ccccc1C
 : ., ?
53) COc1ccc(Nc2nc3ccccc3n3cnnc23)cc1
 : ., ?
54) CCOc1cc(/C=C2/NC(=O)NC2=O)cc(Br)c1OCc1ccc(C(=O)O)cc1
 : 12, 4%
55) Cc1ccn2c(=O)nc(SCC(=O)Nc3cc(C)on3)nc2c1
 : ., ?
56) Cc1ccc(NC(=O)CN2CCCN(S(=O)(=O)c3ccc(Br)s3)CC2)cc1
 : ., ?
57) Cc1ccc(S(=O)(=O)Nc2ccc3oc(=O)sc3c2)c(C)c1
 : ., ?
58) COC(=O)c1ccc(C2C(C#N)=C(N)Oc3cc(O)ccc32)cc1 (centres undefined)
 : ., ?
59) Cc1cc(CSc2ccccc2)ccc1NC(=O)c1ccc(CN2CCOCC2)cc1
 : -1, -22%
60) COCCNC(=S)c1ccc(Br)cc1
 : 10, 11%
61) O=C(Nc1ccccc1)c1cc2ccccc2o1
 : ., i
62) COc1ccc(Cn2c(=O)[nH]c3cc(C(=O)NCCCN4CCCCC4)ccc3c2=O)cc1
 : ., ?
63) Cc1c(NC(=O)c2ccc(S(=O)(=O)N3CC(C)OC(C)C3)cc2)c(=O)n(-c2ccccc2)n1C (centres undefined)
 : 13, 3%
64) CCCCCCCCCCCCCCCC[n+]1cccc2ccccc21
 : ., ?
65) CC[C@@H](CCC=C(C)C)C(=O)N(Cc1ccccc1)c1ccccc1
 : -11, i
66) C=CCNC(=O)c1cccn1-c1ccsc1C(=O)OC
 : ., ?
67) Cc1ncc(CO)c(CNc2ccc(-c3nc4ccccc4[nH]3)cc2)c1O
 : ., ?
68) c1ccc2c(-n3cnnn3)cccc2c1
 : ., ?
69) O=C(O)c1cc(O)c2c(c1)[C@H]([C@H]1c3cc(C(=O)O)cc(O)c3C(=O)c3c(O[C@@H]4O[C@H](CO)[C@@H](O)[C@H](O)[C@H]4O)cccc31)c1cccc(OC3O[C@H](CO)[C@@H](O)[C@H](O)[C@H]3O)c1C2=O (some centres undefined)
 : ., ?
70) Cc1ccc(C(=O)Nc2c[nH]c(=O)[nH]c2=O)cc1
 : 24, -9%

Other results follow:
Values in the order – Lipid storage S3 cell count max, Lipid storage S3
71) CC1(c2ccccc2)CC(C)(C)N2C(=O)Cc3cccc1c32 (centres undefined)
 : ., ?
72) CCOC(=O)[C@H]1[C@H]2COc3ccc(Br)cc3[C@@H]2N2C(=O)CN(Cc3ccc(C)cc3)C(=O)[C@@]12C
 : ., ?
73) OC(c1nc2ccccc2[nH]1)C(O)c1nc2ccccc2[nH]1 (centres undefined)
 : 19, 1%
74) Cc1cc(=O)[nH]c(SCC(=O)N2c3ccccc3CC2C)n1 (centres undefined)
 : 5, i
75) CC(C)c1nc(C(=O)N2CCCC(CCC(=O)N(C)CCc3ccccn3)C2)cs1 (centres undefined)
 : 24, 10%
76) CC(C)OP(=O)(c1ccc(N(C)C)cc1)C(O)c1ccncc1 (centres undefined)
 : ., ?
77) CC(C)(CNC(=O)c1ccc(Br)o1)CNC(=O)c1ccc(Br)o1
 : ., ?
78) C=CCOc1cccc(C2C(C(=O)c3ccc(C)o3)=C(O)C(=O)N2c2nnc(C)s2)c1 (centres undefined)
 : ., ?
79) O=[N+]([O-])c1ccc(-c2n(-c3ccccn3)c3ccccc3[n+]2-c2ccccn2)cc1
 : -11, -16%
80) N#CC(C(=O)NCc1ccccc1)c1nc2ccccc2nc1N1CCCC1 (centres undefined)
 : -12, -2%
81) COc1cc(SC)ccc1C(=O)NCCOc1ccccc1Cl
 : ., ?
82) O=[N+]([O-])c1ccccc1NCc1ccccc1Cl
 : -2, 6%
83) O=C(COC(=O)CNC(=O)c1ccc(Cl)cc1Cl)Nc1cccc(S(=O)(=O)N2CCCC2)c1
 : ., ?
84) CCC1CCCCN1C(=O)c1cccc(S(=O)(=O)Nc2cc(C(F)(F)F)ccc2Cl)c1 (centres undefined)
 : 2, 0%
85) CN(C)C(=O)c1cc(C(=O)c2ccccc2F)c[nH]1
 : -3, 6%
86) c1ccc(Cn2nnc3c(NCc4ccc5c(c4)OCO5)nc(C4CC4)nc32)cc1
 : ., ?
87) COc1ccc(-n2c(Cc3cccn3C)nnc2SCC(=O)Nc2nccs2)cc1
 : -4, 10%
88) CCc1nnc(NC(=O)CN2CCN(Cc3ccc(C)cc3)CC2)s1
 : 15, 6%
89) O=C(CCCn1c(=S)[nH]c2ccc(Br)cc2c1=O)NCC1CCCO1 (centres undefined)
 : ., ?
90) Cc1ccc(N(Cc2cc3ccc(C)cc3[nH]c2=O)S(C)(=O)=O)c(C)c1
 : -6, 9%
91) C=CCNCc1cccn1-c1ccccc1
 : 18, 9%
92) CN1N=C(C(=O)N2CCCC(N3CCN(c4ccc(F)cc4)CC3)C2)CCC1=O (centres undefined)
 : ., ?
93) CCCC(c1nnnn1Cc1ccco1)N1CCN(c2cc(Cl)ccc2C)CC1 (centres undefined)
 : -20, 20%
94) O=C(c1ccco1)N1CCCN(Cc2nc(Cc3ccccc3)no2)CC1
 : 15, 9%
95) COc1ccccc1-n1cc(C(=O)NCC(=O)NCc2ccc(F)cc2)c2ccccc2c1=O
 : ., ?
96) CCC1CCc2c(sc(NC(=O)C3CC=CCC3C(=O)O)c2C#N)C1 (centres undefined)
 : ., ?
97) COc1cc(OC)c(CN2CCCCCCC2)cc1Br
 : -11*, 29µM*
98) CCOc1ccc(CCNC(=O)c2ccc(NC3=NC4CS(=O)(=O)CC4S3)cc2)cc1 (centres undefined)
 : -7, 29%
99) O=C(O)C1CCCN1S(=O)(=O)c1ccc(Br)cc1 (centres undefined)
 : ., ?
100) C[C@]12CC[C@@H]3c4ccc(OS(=O)(=O)O)cc4CC[C@H]3[C@@H]1CCC2=O
 : 6, ?
101) Cc1[nH]c(C)c(S(=O)(=O)N2CCCCC2)c1C(=O)N1CCCCC1
 : ., ?
102) COC(=O)C1=C(C)N(Cc2ccccc2)C(=NCc2cc(OC)c(OC)c(OC)c2)N[C@H]1c1ccc(Br)cc1
 : -17, 1%
103) O=C1CCCC(O)=C1N=Nc1ccc2c(c1)OCO2
 : 3, 14%
104) CC(C)COc1ccc(C(=O)N(CC(=O)Nc2ccccc2C(F)(F)F)Cc2ccco2)cc1
 : ., ?
105) Cc1[nH]c2ccc(Br)cc2c(=O)c1CN1CCCCCC1
 : 18, 13%
106) Cc1ccc2oc(=O)c3cnn(CC(=O)NC4CCC(C)CC4)c3c2c1 (centres undefined)
 : 10, -2%
107) COCCNC(=S)NNC(=O)c1ccc(-n2cnnn2)cc1
 : ., ?
108) COC(=O)[C@H](CC(C)C)NC(=O)NCc1ccc(Cl)cc1
 : ., ?
109) CCc1ccccc1NC1=NCC(=O)N1Cc1ccc(OC)cc1
 : -12, 22%
110) C=C(C)CCC(C)N1CCC(n2nccc2NC(=O)CCOc2ccccc2)CC1 (centres undefined)
 : -6, 1%

Structures listed so far that contain a thiophene ring, fused or not, in the order listed:
Values in the order – Lipid storage S3 cell count max, Lipid storage S3
2) CC1CC(C)CN(C(=O)CSc2nc(Cc3cccs3)nc3ccccc23)C1 (centres undefined)
 : ., ?
16) CN(C)S(=O)(=O)Oc1ccsc1C(=O)Nc1cccc(Cl)c1
 : ., ?
32) COc1cccc(COC(=O)C2CCN(S(=O)(=O)c3cccs3)CC2)c1OC
 : ., ?
56) Cc1ccc(NC(=O)CN2CCCN(S(=O)(=O)c3ccc(Br)s3)CC2)cc1
 : ., ?
66) C=CCNC(=O)c1cccn1-c1ccsc1C(=O)OC
 : ., ?
96) CCC1CCc2c(sc(NC(=O)C3CC=CCC3C(=O)O)c2C#N)C1 (centres undefined)
 : ., ?

Remaining list, next part:
Values in the order – Lipid storage S3 cell count max, Lipid storage S3
111) COc1ccccc1/C=C/C=N/NC(=O)c1cc(-c2ccc(C)o2)[nH]n1
 : -18, -1%
112) CC/C(O)=C1\C(=O)CC(c2ccccc2)CC1=NCCc1c(C)[nH]c2ccc(C)cc12 (centres undefined)
 : ., ?
113) Cc1ccnc(N2CCC(C(=O)NNC(=O)c3ccncc3)CC2)n1
 : 7, 24%
114) CCN(CC)CCNC(=O)CCc1n[nH]c(=O)c2ccccc12
 : -11, -6%
